# Assay outcomes deposited in PubChem by National Center for Advancing Translational Sciences (NCATS).
# KB-3-1 cytotox: qHTS assay for MDR1-selective chemotherapeutics: Primary screen using the parental adenocarcinoma cell KB-3-1; KB-3-1 viability, CellTiter-Glo ATP luminescence, 72 h; Potency, µM (series often up to 46.1 µM), for inactives: at the top dose activity change, negative = cytotoxic, most hits filed as cytotoxic; hit rate 1.4% among 400,000; also: potency is read from the fitted curve at half-maximal effect; % is scaled to controls: 0 for no effect and ±100 for the full control effect; nearly all actives have a fitted effect of over 60% in size
#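 Viability of parental KB-3-1 cells, measured by CellTiter-Glo luminescence, followed a 72 h incubation at 37 °C with pinned compounds in phenol-red-free DMEM containing 10% FBS.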
# MCF10A rerep: A quantitative high throughput screen for small molecules that induce DNA re-replication in MCF 10a normal breast cells. hit rate 2.9% among 350,000. Potency, µM (doses to about 46.1 µM), for inactives: top-dose activity, positive = re-replication, usual class: activators. MCF 10A DNA re-replication, Hoechst nuclear intensity, 48 h; also: potency is read from the fitted curve at half-maximal effect; % of control where 0% means no effect; nearly all actives have a fitted effect of over 50% in size
# WRN inhibitor: qHTS for Inhibitors of WRN Helicase; WRN helicase unwinding, fluorescent forked duplex, kinetic; Potency, µM (titrated, usually from 114 µM), for inactives: at the top dose activity change, negative = inhibition, most hits filed as inhibitors; hit rate 0.46% among 360,000; AID 651768, 2012; also: potency is read from the fitted curve at half-maximal effect; % is scaled to controls: 0 for no effect and ±100 for the full control effect; nearly all actives have a fitted effect of over 55% in size
# Target sequence (Q14191 whole entry, looked up): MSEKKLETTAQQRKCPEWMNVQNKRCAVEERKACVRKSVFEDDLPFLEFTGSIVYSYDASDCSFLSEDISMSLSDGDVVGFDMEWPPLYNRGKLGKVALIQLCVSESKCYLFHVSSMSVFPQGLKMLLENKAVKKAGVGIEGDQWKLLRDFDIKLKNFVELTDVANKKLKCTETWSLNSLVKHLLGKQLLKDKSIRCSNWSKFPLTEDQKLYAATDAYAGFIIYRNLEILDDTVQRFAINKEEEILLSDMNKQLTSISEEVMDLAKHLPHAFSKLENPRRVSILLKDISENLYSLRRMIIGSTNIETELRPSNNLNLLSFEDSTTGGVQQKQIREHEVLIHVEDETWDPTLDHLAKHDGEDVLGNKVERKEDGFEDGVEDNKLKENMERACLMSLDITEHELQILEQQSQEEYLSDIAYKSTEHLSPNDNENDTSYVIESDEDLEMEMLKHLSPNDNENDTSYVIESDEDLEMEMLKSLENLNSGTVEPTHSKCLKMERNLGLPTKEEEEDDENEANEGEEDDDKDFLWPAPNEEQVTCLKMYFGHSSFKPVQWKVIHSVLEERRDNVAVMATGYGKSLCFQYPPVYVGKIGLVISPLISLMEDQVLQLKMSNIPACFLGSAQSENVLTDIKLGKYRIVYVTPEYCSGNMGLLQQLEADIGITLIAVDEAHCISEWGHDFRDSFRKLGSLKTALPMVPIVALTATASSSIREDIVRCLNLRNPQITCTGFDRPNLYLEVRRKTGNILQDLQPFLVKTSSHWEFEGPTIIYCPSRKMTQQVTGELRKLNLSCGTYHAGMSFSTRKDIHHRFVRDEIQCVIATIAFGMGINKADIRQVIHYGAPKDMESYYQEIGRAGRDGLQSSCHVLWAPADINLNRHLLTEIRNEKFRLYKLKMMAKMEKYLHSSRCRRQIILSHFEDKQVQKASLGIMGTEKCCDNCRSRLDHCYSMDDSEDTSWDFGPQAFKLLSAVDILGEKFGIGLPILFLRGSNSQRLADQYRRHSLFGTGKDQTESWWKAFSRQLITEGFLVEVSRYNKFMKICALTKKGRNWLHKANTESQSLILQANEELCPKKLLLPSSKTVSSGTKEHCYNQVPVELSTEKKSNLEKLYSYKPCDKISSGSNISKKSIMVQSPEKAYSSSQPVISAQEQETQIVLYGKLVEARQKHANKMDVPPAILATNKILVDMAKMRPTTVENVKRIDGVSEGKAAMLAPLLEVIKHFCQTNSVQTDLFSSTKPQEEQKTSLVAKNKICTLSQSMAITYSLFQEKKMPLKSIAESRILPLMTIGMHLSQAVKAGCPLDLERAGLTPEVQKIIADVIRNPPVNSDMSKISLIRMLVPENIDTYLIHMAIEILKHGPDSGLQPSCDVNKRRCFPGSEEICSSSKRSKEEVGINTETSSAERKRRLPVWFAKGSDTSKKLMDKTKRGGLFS
#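 Kinetic fluorescence helicase assay: unwinding of a quenched forked DNA duplex (100 nM final) with 2 mM ATP final raises red fluorescence (525/598 nm). Compounds sat 15 min at room temperature with 20 nM WRN beforehand.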
# HT1080 IDH1KD tx: qHTS for induction of synthetic lethality in tumor cells producing 2HG: qHTS for the HT-1080-IDH1KD cell line. HT-1080 IDH1 knockdown viability, ATP luminescence, 48 h. Potency, µM (titrated, usually from 46.1 µM), for the others: at the highest dose activity, negative = toxicity, usual class: cytotoxic. hit rate 2% among 360,000. AID 686971, 2013;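 also: potency is read from the fitted curve at half-maximal effect; 0% = DMSO wells and -100% = cell-free medium wells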
#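 CellTiter-Glo luminescence after 48 h compound exposure at 37 degrees C of IDH1-knockdown HT-1080 cells in 5% FBS RPMI. %Activity scaled between DMSO wells and cell-free media wells, with curves fitted and assigned curve classes.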
# IL1B secr inh: qHTS for Inhibitors of Inflammasome Signaling: IL-1-beta AlphaLISA Primary Screen; THP-1 LPS/ATP IL-1B secretion, AlphaLISA, 16 h; hits give low values; activity change, % at 57.5 µM; hit rate 4.7% among 360,000; AID 743279, 2014; in the data active = activity change below about -50%; inconclusive = mostly about -30% to -49%; also: % is scaled to controls: 0 for no effect and ±100 for the full control effect
#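 THP-1 cells pretreated 1 hr with compounds (up to 57.5 uM final), then stimulated with LPS (250 ng/mL final) plus ATP (1.25 mM final); secreted IL-1B measured by AlphaLISA after 16 hr, decreased signal indicating inhibition.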
# KB-V1 cytotox: qHTS assay for MDR1-selective chemotherapeutics: Primary screen using the drug-selected MDR subline cells KB-V1; hit rate 3.4% among 400,000; Potency, µM (titrated, usually from 46.1 µM), for inactives: top-dose activity change, negative = cytotoxicity, hits mostly cytotoxic; KB-V1 MDR cells viability, CellTiter-Glo, 72 h; also: potency is read from the fitted curve at half-maximal effect; % is scaled to controls: 0 for no effect and ±100 for the full control effect; nearly all actives have a fitted effect of over 60% in size
#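 Following 72 h at 37 degrees C with compound, KB-V1 cell viability was read by CellTiter-Glo luminescence, medium being phenol-red-free DMEM plus 10% FBS; concentration-response parameters came from normalized, curve-fitted qHTS data.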
# ATXN2 expr inh: Primary qHTS for Inhibitors of ATXN expression. HEK-293 ATXN2-luciferase reporter, luminescence, 24 h. Potency, µM (titrated, usually from 57 µM), inactives show at the highest dose activity change, negative = inhibition, most hits filed as inhibitors. hit rate 0.72% among 360,000; also: potency is read from the fitted curve at half-maximal effect; % is scaled to controls: 0 for no effect and ±100 for the full control effect; nearly all actives have a fitted effect of over 55% in size
#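 ATXN2-luciferase reporter cells (luciferase flanked by upstream and downstream ATXN2 gene portions) were treated 24 h at 37 °C with compounds at up to 57 uM. SteadyGlo luminescence gave expression; GF-AFC fluorescence gave viability.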
# SW480 rerep: A quantitative high throughput screen for small molecules that induce DNA re-replication in SW480 colon adenocarcinoma cells; SW480 DNA re-replication, Hoechst DNA content imaging, 48 h; Potency, µM (highest dose often 46.1 µM), inactives show at the highest dose re-replication activation, hits mostly activators; hit rate 1.8% among 340,000; AID 624297, 2012; also: potency is read from the fitted curve at half-maximal effect; % of control where 0% means no effect; nearly all actives have a fitted effect of over 55% in size
#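 Compounds, transferred as 23 nL by pin tool, were incubated with cells for 48 hr; DNA content per nucleus was then quantified by Hoechst staining and fluorescence plate imaging.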
# HT1080NT lethal: qHTS for induction of synthetic lethality in tumor cells producing 2HG: qHTS for the HT-1080-NT fibrosarcoma cell line. hit rate 1.6% among 360,000. HT-1080-NT fibrosarcoma viability, CellTiter-Glo ATP luminescence, 48 h. Potency, µM (highest dose often 46.1 µM), for the others: top-dose activity, negative = less viability, actives largely listed as cytotoxic. AID 686970, 2013;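 also: NT is the 2HG producing partner of a matched IDH1 knockdown line; potency is read from the fitted curve at half-maximal effect; 0% = DMSO-treated cells and -100% = media-only wells without cells; nearly all actives have a fitted effect of over 55% in size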
#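 A 48-hour cytotoxicity screen used HT-1080-NT cells plated 2 hours before compound delivery. ATP-based CellTiter-Glo luminescence measured viability, normalized to DMSO and no-cell controls.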
# An asterisk follows results filed as active; ? = inconclusive; nt = not tested or not shown; [ ] = remark or other dose. Unless noted, calls follow the shape of the dose curve; as a rule, active = well fitted curve in the direction sought with a large enough effect; inconclusive = small, poorly fitted or top-dose-only effect, or another doubt; inactive = no such curve, though single readings can be large; an effect the other way counts as inactive or inconclusive.
SMILES,KB-3-1 cytotox,MCF10A rerep,WRN inhibitor,HT1080 IDH1KD tx,IL1B secr inh,KB-V1 cytotox,ATXN2 expr inh,SW480 rerep,HT1080NT lethal
CN(C(=O)CSc1nc2ccccc2n1CCc1ccccc1)C1CCS(=O)(=O)C1 (stereo not given),-1%,0%,6%,-4%,?,-27%,0%,8%,0%
CCCOC(=O)c1c(NC(=O)CCCn2nc([N+](=O)[O-])c(Cl)c2C)sc(C(=O)OC)c1C,-12%,1%,-3%,16%,26,?,-4%,-1%,16%
COc1cc(Cl)c(C)cc1NC(=O)CNC(=O)Cn1cnc2ccccc2c1=O,3%,-3%,-1%,-5%,-12,?,-1%,-3%,6%[9.24 µM]
CCCCCN(C(=O)COC(=O)Cc1c(C)nc2ccccc2c1C)c1c(N)n(CCCC)c(=O)[nH]c1=O,-1%,15%,9%,-11%,-10,1%,8%,-6%,-3%
C[C@H](CO)N1C[C@H](C)[C@@H](CN(C)S(=O)(=O)c2ccccc2)Oc2ccc(NS(=O)(=O)c3ccccc3)cc2C1=O,8%,3%,1%,10%,-12,0%,-3%,2%,13%
O=C(O)CNC(=O)C12CC3CC(CC(Cl)(C3)C1)C2,3%,3%,-5%,-1%,-29,?,nt,2%,-4%
COCCN1C(=O)CCC1(C)c1nnnn1-c1c(C)cccc1C (stereo not given),2%,nt,2%,-1%,19,-15%,-2%,nt,1%
CCOC(=O)C1CCN(C(=O)CN2C(=O)COc3ccc(C(C)(C)C)cc32)CC1,5%,14%,-2%,4%,-7,11%,nt,0%,-12%
CCOc1ccc(NC(=O)C2C(c3ccccc3)C2(Cl)Cl)cc1 (stereo not given),-16%,8%,-2%,-4%,-9,-19%,-4%,-1%,-11%
CCn1c(O)c(/C=N/n2cnnc2)sc1=S,1%,16%,-15%,0%,-17,0%,4%,0%,3%
CCCN1CCN(CC(O)COC(c2ccc(OC)cc2)c2ccc(OC)cc2)CC1 (stereo not given),-2%,11%,-14%,26%,-4,-7%,-18%,-5%,12%
CCN(CC)C1CC(=O)N(c2ccc(Br)cc2)C1=O (stereo not given),0%,?,-30%,18%,1,-4%,4%,-11%[9.22 µM],-5%
COc1ccc(CNC(=O)C2CC(c3cccc(OC)c3)=NO2)cc1 (stereo not given),9%,2.8µM*,-1%,-1%,21,-8%,-3%,0%,4%
Cc1cccc(C)c1NC(=O)N1CCCC1C(=O)Nc1ccc(-n2cnnn2)cc1 (stereo not given),4%,1%,0%,11%,41,8%,3%,1%,6%
Cc1ccc(C(NC(=O)C2CCN(CCOc3ccc(Cl)cc3)CC2)c2ccccn2)cc1 (stereo not given),0%,nt,-2%,?,-70*,5%,0%,nt,?
CCC(CO)Oc1cc(NCc2ccc(C(C)(C)C)cc2)c2ncn(C(C)C)c2c1 (stereo not given),?,-11%,-7%,?,35,?,?,0%[9.22 µM],?
COCc1c(C(=O)N/N=C(/C)c2ccc(OCc3ccccc3)cc2)nnn1-c1nonc1N,1%,1%,-8%,0%,?,?,9%,5%,0%
O=C(Nc1cccc(C(=O)O)c1)/C(=C/c1ccc2c(c1)OCO2)NC(=O)c1cccc(Br)c1,-4%,0%,-2%[57.1 µM],14%,4,4%,-8%,-1%,4%
Cn1c(CCN2CCCC2)nc2cc(NS(=O)(=O)c3ccc(F)cc3)ccc21,2%,nt,7%,-27%,-56*,-3%,nt,nt,-24%
C(=Nc1ccccc1)c1ccc[nH]1,10%,0%,-2%,14%,4,0%,9%,-6%,4%
O=C(Nc1ccc(N2CCOCC2)cc1)c1cnccn1,-1%,-5%,-13%,-20%,-13,4%,2.5µM*,3%,-3%
CCCCCn1c(-c2ccco2)nc2nc3ccccc3nc21,-3%,?,-3%,-6%,-16,0%,4%,11%,1%
O=C(O)c1ccc(-n2c(=O)c3ccccc3c3ccccc3c2=O)cc1,?,4%,?,-3%,78,7%,11%,-23%,2%
O=C(Nc1ccccc1O)c1ccccc1O,?,19%,-13%,-9%,-9,?,18%,4%,1%
CC1CC(C)CN(CCC(=O)Nc2cccc(Cl)c2)C1 (stereo not given),0%,16%,7%,4%,-19,-10%,-2%,-4%,-2%
Cc1nn(Cc2ccccc2)c(C)c1NC(=O)CCC(=O)O,0%,0%,-1%,12%,-5,-20%,-5%,-7%,10%
COC(=O)c1c(C)[nH]c(C(=O)/C=C/c2ccc(Cl)cc2)c1C,?,?,5%,-11%,-4,15µM*,-10%,?,-11%
OC(CNCc1ccc2c(c1)OCO2)COc1ccc(F)cc1 (stereo not given),3%,3%,-4%,-1%,-29,-27%,nt,-11%,10%
Cc1ccc(S(=O)(=O)N(CC(=O)Nc2ccccc2)C(=O)N2CCN(C)CC2)cc1,17%,-1%,-7%,1%,-8,8%,1%,3%,2%
Cc1cc(C)c2nc(SCC(=O)NNC(=O)c3ccco3)c(C)cc2c1,2%,?,9%,-9%,-10,?,4%,6%,-7%
Cc1[nH]c2ccccc2c1/C=C/C(=O)c1ccccc1,?,21µM*,?,?,-12,?,40%[activator],18µM*,-28%
COc1ccc(CNC(=O)COC(=O)C2CC2C)cc1OC (stereo not given),0%,1%,3%,2%,32,-2%,-13%,-6%,3%
COc1cc(C(=O)N/N=C(\C)Cn2nc([N+](=O)[O-])cc2C)ccc1O,15%,2%,-6%,-5%,6,3%,-7%,-3%,1%
CCN(CC)S(=O)(=O)c1ccc(Cl)c(NC(=O)COC(=O)c2cccn2C)c1,-28%,2%,-6%,?,?,15µM*,-33%,3%,?
Cc1cccc(C)c1NC(=O)CN(C)CC(=O)c1c(N)n(Cc2ccccc2)c(=O)n(C)c1=O,-5%,-1%,-4%,-1%,-5,-5%,-20%,0%,-2%
CN(C)CCCNC(=S)N(Cc1cccs1)Cc1cc2cc3c(cc2[nH]c1=O)OCCO3,?,?,4%,-8%,-27,?,-27%,?,2%

# One compound at a time, from the list above. Order of values: KB-3-1 cytotox	MCF10A rerep	WRN inhibitor	HT1080 IDH1KD tx	IL1B secr inh	KB-V1 cytotox	ATXN2 expr inh	SW480 rerep	HT1080NT lethal
# Shown for OC(CNCc1ccc2c(c1)OCO2)COc1ccc(F)cc1 (stereo not given) = 3%	3%	-4%	-1%	-29	-27%	nt	-11%	10%
# Shown for Cc1ccc(S(=O)(=O)N(CC(=O)Nc2ccccc2)C(=O)N2CCN(C)CC2)cc1 = 17%	-1%	-7%	1%	-8	8%	1%	3%	2%
# Shown for CN(C)CCCNC(=S)N(Cc1cccs1)Cc1cc2cc3c(cc2[nH]c1=O)OCCO3 = ?	?	4%	-8%	-27	?	-27%	?	2%
# Shown for Cc1nn(Cc2ccccc2)c(C)c1NC(=O)CCC(=O)O = 0%	0%	-1%	12%	-5	-20%	-5%	-7%	10%

# (more compounds)
SMILES,KB-3-1 cytotox,MCF10A rerep,WRN inhibitor,HT1080 IDH1KD tx,IL1B secr inh,KB-V1 cytotox,ATXN2 expr inh,SW480 rerep,HT1080NT lethal
CC1CC(NC(=O)/C=C/C(=O)O)CC(C)(C)C1 (stereo not given),-4%,-1%,-30%,-9%,nt,3%,3%,4%,0%
COC(=O)c1sccc1S(=O)(=O)Nc1ccc(C)cc1,1%,-6%,4%,-3%,-1,-17%,nt,-8%,-1%
NC(=S)C(c1ccccc1)c1ncc(C(F)(F)F)cc1Cl (stereo not given),4%,15%,-3%,-2%,-4,0%,-15%,1%,-1%
CCCNC(=O)C1(C)CCCN(C(=O)c2cccc(OC(F)(F)F)c2)C1 (stereo not given),0%,nt,-2%,1%,21,4%,-9%,nt,0%
N#CC1(Nc2cccc(Cl)c2)CCCC1,?,-5%,9%,4%,9,0%,-1%,-8%,2%
O=C(c1ccco1)N1CCN(C(=O)c2nn3cccnc3c2Cl)CC1,-14%,5%,-2%,12%,-1,0%,1%,2%,9%
COc1ccc(NS(=O)(=O)c2cccc3nsnc23)cc1OC,-18%,-4%,-6%,3%,6,?,10%,1%,14%
Cc1cc(=O)[nH]c(SCC(=O)/C=C2\N(C)c3ccccc3C2(C)C)n1,-24%,-7%,-31%,?,-15,8%,-20%,2%,-14%
O=C(c1ccco1)N1CCN(C(=O)C2CCCO2)CC1 (stereo not given),12%,-6%,-6%,-8%,17,0%,-5%,1%,0%
COc1ccc(CCNC(=O)Cn2cnc3c(cnn3-c3ccccc3Cl)c2=O)cc1OC,0%,0%,0%,-1%,15,9%,1%,5%,7%
Cc1ccccc1-c1noc(C23CC4CC(CC(C4)C2)C3)n1,11%,?,2%,-12%,48,0%,nt,2%,-4%
CCOC(=O)c1cc2c(c(-c3cccc(C#Cc4ccc(OC)c(OC)c4)c3)n1)[C@@H](CCO)N(S(=O)C(C)(C)C)C2 (stereo not given in full),0%,nt,-12%,-12%,-28,-8%,0%,nt,-20%
CC(=O)Nc1cccc2c1C(=O)N(c1cccc(C)c1)C2=O,5%,10%,4%,6%,24,11%,-16%,-4%,5%
O=[N+]([O-])c1cc(S(=O)(=O)Nc2ccc(Cl)cc2)ccc1N/N=C/c1ccncc1,0%,4.1µM*,7%,-1%,-6,1%,24%,4%,0%
CN(Cc1cccc(F)c1)CC(O)COCc1ccccc1Cl (stereo not given),3%,10%,-1%,2%,-6,-14%,-10%,7%,-9%
CC(=NCc1ccccc1)c1ccccc1O,-17%,nt,19%,0%,38,?,nt,nt,0%
CC(C)CCNC(=O)C1CCCCN1S(=O)(=O)c1ccc(F)cc1 (stereo not given),-10%,7%,-1%,9%,3,?,-1%,-3%,-5%
